KDM4E inh = blocks human JMJD2E demethylase activity. JMJD2E catalytic domain, FDH-coupled NADH fluorescence (FDH is formaldehyde dehydrogenase). AID 2147. Potency, µM (series often up to 57.1 µM), for the others: at the highest dose activity change, negative = inhibition, usual class: inhibitors. 230,000 tested, 1.6% active; active means well fitted inhibition curve with a large enough effect, not every such curve was filed as active; inconclusive means small, poorly fitted or top-dose-only effect, or another doubt; inactive means no such curve, though single readings can be large or run the other way;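 further: 0% = wells with enzyme and -100% = buffer wells without enzyme; nearly all actives have a fitted effect of over 50% in size; many of its hits are not listed in these tables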
Tau fibril ThT = inhibitors of human tau fibril formation, thioflavin T binding | P10636 | Potency, µM (highest dose often 57.4 µM), for inactives: at the top dose activity, negative = inhibition, usual class: inhibitors | 270,000 tested, 2.1% active | recombinant tau K18 P301L, heparin-induced fibrillization, ThT fluorescence; further: nearly all actives have a fitted effect of over 55% in size
Target sequence (P10636 561-689 P618L limits assumed): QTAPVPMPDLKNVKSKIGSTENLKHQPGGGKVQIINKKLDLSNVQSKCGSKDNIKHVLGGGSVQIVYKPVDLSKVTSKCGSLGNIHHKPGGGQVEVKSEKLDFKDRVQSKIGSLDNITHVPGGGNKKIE
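Using a mix of unlabeled (15 uM) and Alexa 594-labeled (0.24 uM) tau K18 P301L, heparin-triggered fibrillization over 6 hr at 37 C was scored by ThT fluorescence.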
L3MBTL1 inh = blocks human L3MBTL1 | Potency, µM (highest dose often 57.1 µM), for inactives: at the highest dose activity, negative = inhibition, usual class: inhibitors | Q9Y468 | AlphaScreen L3MBTL1–H3K9me1 peptide binding | 230,000 tested, 0.66% active; further: nearly all actives have a fitted effect of over 60% in size
Target sequence (Q9Y468 whole entry, looked up): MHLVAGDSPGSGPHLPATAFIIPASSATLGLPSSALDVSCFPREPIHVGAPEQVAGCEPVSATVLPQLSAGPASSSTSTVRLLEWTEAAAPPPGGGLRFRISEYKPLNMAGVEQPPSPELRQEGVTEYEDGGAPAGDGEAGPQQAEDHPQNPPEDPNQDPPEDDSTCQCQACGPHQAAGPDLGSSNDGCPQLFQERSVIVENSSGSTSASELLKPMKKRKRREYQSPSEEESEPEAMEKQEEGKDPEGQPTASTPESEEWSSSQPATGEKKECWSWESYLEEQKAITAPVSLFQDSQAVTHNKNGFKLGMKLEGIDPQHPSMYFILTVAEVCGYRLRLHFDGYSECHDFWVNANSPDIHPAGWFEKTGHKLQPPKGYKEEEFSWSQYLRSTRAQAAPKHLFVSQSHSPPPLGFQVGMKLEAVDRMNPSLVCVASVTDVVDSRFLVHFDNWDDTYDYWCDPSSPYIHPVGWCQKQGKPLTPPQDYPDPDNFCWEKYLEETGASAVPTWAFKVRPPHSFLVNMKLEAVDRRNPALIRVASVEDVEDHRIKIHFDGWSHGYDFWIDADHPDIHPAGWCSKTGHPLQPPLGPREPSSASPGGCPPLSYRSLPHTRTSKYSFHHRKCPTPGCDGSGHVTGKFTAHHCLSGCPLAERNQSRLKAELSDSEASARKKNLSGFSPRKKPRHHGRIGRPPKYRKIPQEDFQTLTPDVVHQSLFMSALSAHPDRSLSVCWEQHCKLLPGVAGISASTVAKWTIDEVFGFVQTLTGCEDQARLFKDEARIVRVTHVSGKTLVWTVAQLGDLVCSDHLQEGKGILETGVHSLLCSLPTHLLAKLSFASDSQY
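Read-out is AlphaScreen signal from streptavidin donor and nickel chelate acceptor beads (10 ug/mL final each) bridging L3MBTL1 (50 nM) and biotinylated K9-monomethylated H3(1-15) peptide (75 nM), after 30 min compound exposure at room temperature.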
Tau FP inhib = tau fibrillization inhibition (FP); Potency, µM (titrated, usually from 57.7 µM), for the others: top-dose activity, negative = inhibition, usual class: inhibitors; P10636; 280,000 tested, 0.39% active; K18 P301L tau heparin fibrillization, Alexa594 FP, 6 h; AID 1468; further: nearly all actives have a fitted effect of over 55% in size
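Compound effects on tau fibrillization are measured by Alexa 594 fluorescence polarization (ex 555, em 632 nm). K18 P301L tau is used at 15 uM with 0.24 uM labeled tracer, and 20 uM heparin induces aggregation over 6 hr at 37 C.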
TexasRed fluor = counter-screen for TRb-SRC2 inhibitors: fluorescence interference; TRb/SRC2 Texas Red total fluorescence interference; Potency, µM (top dose mostly 106 µM), without a hit: at the top dose fluorescence change, negative = quenching; 280,000 tested, 0.29% active; active means well fitted curve in either direction with a large enough effect; inconclusive means small, poorly fitted or top-dose-only effect
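Human TRβ ligand-binding domain (0.6 uM) and Texas Red SRC2 peptide (20 nM) in Tris buffer with 1 uM T3 and 5% DMSO were incubated with pinned compound for 5 hr at ambient temperature. Total fluorescence was computed as S + 2P (555/632 nm).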
RGS12 GoLoco inh = blocks human Gai1 binding to RGS12 GoLoco peptide, red readout; 230,000 tested, 0.44% active; Potency, µM (highest dose often 61.6 µM), for inactives: top-dose activity, negative = inhibition, usual class: inhibitors; Gai1:RGS12 GoLoco peptide FP, rhodamine, 10 min; active means well fitted inhibition curve with a large enough effect, not every such curve was filed as active; inactive means no such curve, though single readings can be large or run the other way; further: nearly all actives have a fitted effect of over 30% in size; many of its hits are not listed in these tables
RECQ1 inh = blocks DNA unwinding by human RECQ1; AID 2549; Potency, µM (top dose mostly 57.3 µM), for inactives: at the top dose activity, negative = inhibition, most hits filed as inhibitors; RECQ1 DNA unwinding, red fluorescence kinetic read; 240,000 tested, 0.54% active; P46063;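 further: plate controls were vehicle for no effect and no enzyme for full effect; nearly all actives have a fitted effect of over 30% in size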
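50 nM RECQ1T1 preincubated 15 min with compound in Tris pH 8.0 buffer with MgCl2, DTT, Tween-20 and 2.5 ug/ml poly(dI-dC); started with 200 nM TAMRA/BHQ-2 forked duplex and 2 mM ATP. Unwinding read as fluorescence (525/598 nm), two reads 2 h apart.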
TRb SRC2 PPI = inhibitors of human thyroid hormone receptor beta-SRC2 interaction | P10828 | TRbeta-SRC2 peptide binding, fluorescence polarization; receptor liganded with 1 µM T3 | AID 1469 | Potency, µM (top dose mostly 106 µM), for the others: at the top dose activity change, negative = inhibition, actives largely listed as inhibitors | 280,000 tested, 0.065% active;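 further: plate controls were bound peptide for no effect and peptide without receptor for full effect; nearly all actives have a fitted effect of over 50% in size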
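Polarization signal, normalized between peptide-alone and full complex controls, measured compound effects on T3-liganded human TRb LBD (0.6 uM) binding 20 nM Texas Red SRC2 peptide after 5 hr.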
* hit, by the source's call; i = inactive; ? = inconclusive; / = no result given; & = joins results of further samples; [ ] = remark or other dose. Unless noted, the call rests on the fitted dose curve; in most records, active means well fitted curve in the direction sought with a large enough effect; inconclusive means small, poorly fitted or top-dose-only effect, or another doubt; inactive means no such curve, though single readings can be large; an effect the other way counts as inactive or inconclusive. Unless noted, on the % scale 0 is the no-effect control and ±100 the full control effect; potency means the concentration at half of the fitted maximal effect.

SMILES	KDM4E inh	Tau fibril ThT	L3MBTL1 inh	Tau FP inhib	TexasRed fluor	RGS12 GoLoco inh	RECQ1 inh	TRb SRC2 PPI
Cc1ccc(-c2ccc(CCC(=O)O)o2)cc1	?	-13%	-2%	9%	-4%	-1%	-7%	-18%
Fc1ccc(-c2csc(NC3=NCCC3)n2)cc1	-2%	-2%	-11%	3%	-3%	7%	-10%	6%
CO/N=C(/C(=O)NC1C(=O)N2C(C(=O)O)=C(CSc3nc(=O)c(O)nn3C)CSC12)c1csc(N)n1 (stereo unspecified)	-17%&-12%	?	/	?	-2%&-2%	-6%&-1%	-3%&-13%	-7%&0%
CCCCCC1CCC(c2ccc(/C(N)=N/O)cc2)CC1 (stereo unspecified)	-2%	-11%	6%	14%	1%	3%	-1%	7%
O=C(Nc1ccc(N2CCOCC2)cc1)c1cc(F)c(F)cc1Cl	5%	1%	1%	-14%	-2%[53 µM]	-9%	-7%	-3%[53 µM]
CCOC(=O)c1c(C)[nH]c(C)c1S(=O)(=O)N1CCC(C(=O)Nc2ccc(F)cc2F)CC1	/	-16%	/	-1%	-1%	/	/	-3%
CCc1ccc(NC(=O)N(Cc2cccnc2)Cc2ccco2)cc1	-11%	-6%	/	?	-1%	4%	-5%	-17%
Nc1nnc(SCC(=O)N2CCN(c3ccccc3)CC2)s1	-3%	-7%	-4%	9%	2%	/	i	-22%
CCCc1cc(=O)[nH]c(SCC(=O)c2ccc(S(=O)(=O)N3CCCC3)cc2)n1	-5%	?	-7%	-4%	-1%	-3%	5%	-14%
COC(=O)CN1C(c2ccc(Cl)cc2)=Nc2ccc(Cl)cc2C1c1ccccc1 (stereo unspecified)	6%	-16%	-6%	5%	1%	18%	-17%	10%
O=C(NCc1ccccn1)c1cn(Cc2ccccc2)nn1	4%	-3%	7%	4%	-3%	7%	-8%	-2%
C=C(C)c1ccc(C(C)(C)NC(=O)N2CCN(C)CC2)cc1	-1%	-2%	/	-3%	-1%	-8%	-2%	-10%
O=C(CSc1ncc(C(=O)O)n1-c1ccc(F)cc1)NCc1ccc2c(c1)OCO2	-5%	6%	-26%	4%	-1%	21%	-3%	13%
Cc1ccc2cc3c(NC(=O)c4cccnc4)nn(C)c3nc2c1	?	-9%	-8%	-3%	0%	41%[activator]	-8%	13%
CSc1ccccc1NC(=O)COC(=O)c1ccc(O)cc1	-11%	-17%	/	-2%	-3%	-1%	i	2%
Cc1ccc(Sc2ccc(C(=O)N(C)C)cc2[N+](=O)[O-])cc1	-4%	0%	-24%	2%	-7%	-1%	i	-4%
Cn1nc(-c2ccccc2)cc1NC(=O)Nc1ccccc1F	-15%	1%	-1%	?	-2%	-7%	i	2%
Cn1cc(C=O)c2cc(F)ccc21	?	-3%	9%	-1%	-2%	8%	i	-2%
CNC(=S)N/N=C/c1cn(Cc2ccc(C)cc2)c2ccccc12	-2%	0%	?	12%	?	-1%	4%	0%
CC(C)Oc1ccc(CNC(=O)c2cccc(NC(=O)c3nsc4ccccc34)c2)cc1	/	7%	/	1%	1%	/	/	2%
CCOC(=O)C(=O)N1CCN(CC)CC1	9%	3%	9%	-13%	-1%	1%	-13%	-6%
CC(C)(C)NC(=O)C(c1ccncc1)N(C(=O)Cn1nnc(-c2ccc(F)cc2)n1)c1ccccc1 (stereo unspecified)	-4%	7%	?	11%[2.34 µM]	-3%	53%[activator]	1%	4%
Cc1cccc(OCC2=NS(=O)(=O)c3ccccc3N2)c1	6%	-2%	-6%	1%	-2%	6%	-3%	0%
Cc1nn(CCC(=O)NCc2ccc(N(C)C)cc2)c(=O)c2nn(-c3ccccc3)c(C)c12	/	-10%	/	3%	2%	/	/	-2%
CC(C)c1nnc(NC(=O)CC(=O)Nc2ccccc2C(=O)O)s1	?	-4%	2%	2%	-5%	4%	i	0%

Whole records, looked up by structure:
Results for C=C(C)c1ccc(C(C)(C)NC(=O)N2CCN(C)CC2)cc1 = KDM4E inh = -1%; Tau fibril ThT = -2%; L3MBTL1 inh = /; Tau FP inhib = -3%; TexasRed fluor = -1%; RGS12 GoLoco inh = -8%; RECQ1 inh = -2%; TRb SRC2 PPI = -10%
Results for Cc1ccc2cc3c(NC(=O)c4cccnc4)nn(C)c3nc2c1 = KDM4E inh = ?; Tau fibril ThT = -9%; L3MBTL1 inh = -8%; Tau FP inhib = -3%; TexasRed fluor = 0%; RGS12 GoLoco inh = 41%[activator]; RECQ1 inh = -8%; TRb SRC2 PPI = 13%

Next results
SMILES	KDM4E inh	Tau fibril ThT	L3MBTL1 inh	Tau FP inhib	TexasRed fluor	RGS12 GoLoco inh	RECQ1 inh	TRb SRC2 PPI
CCOC(=O)c1c(C)[nH]c(C(=O)NNC(=O)c2ccccc2)c1C	?	?	-5%	-4%	0%	4%	-3%	0%
CC(NCc1ccc(F)cc1)C(=O)Nc1cc(S(=O)(=O)N2CCCCC2)ccc1Cl (stereo unspecified)	5%	-10%	4%	0%	3%	-8%	-4%	-6%
COc1ccc(N2CCN(C(=S)NCc3ccc(C)cc3)CC2)cc1	-35%	0%	-3%	10%	-5%	3%	-5%	-3%
Cc1ccc(S(=O)(=O)[N-]c2nc3ccccc3nc2-n2cc[n+](Cc3ccccc3)c2)cc1	?	-11%	20%	-9%	-1%	2%	-9%	7%
Cn1cc(Br)c(C(=O)Nc2sc3c(c2C(N)=O)CCC3)n1	-2%	?	/	4%	-7%	4%	-4%	-6%
O=C(O)c1cccc(S(=O)(=O)Nc2ccccc2N2CCOCC2)c1	-3%	-3%	-21%	9%	-3%	2%	-14%	5%
Cc1cccc(N2CCN(C(=O)c3ccc(CS(=O)(=O)c4ccccc4C)o3)CC2C)c1 (stereo unspecified)	-2%	-25%	-3%	2%	0%	3%	-5%	8%
O=C(CN1C(=O)c2ccccc2C1=O)NCC(=O)OCC(=O)c1cccc([N+](=O)[O-])c1	2%	-5%	/	-5%	-7%	5%	-3%	0%
CC1(C)CC(=O)C(C=Nc2ccccc2Sc2ccccc2)=C(O)C1	?	?	/	3%	-1%	9%	i	-4%
O=C(Nc1ccc2c(c1)OCO2)N1CCN(c2ccccc2Cl)CC1	-13%	-13%	/	7%	0%	5%	-5%	9%
Cn1cccc1Cc1nnc(SCC(=O)NC2CCCCC2)n1-c1ccc(F)cc1	?	-14%	/	-2%	-3%	-5%	-2%	-12%
CC1CCCN(C(=O)CN2C(=O)c3ccccc3C2=O)C1 (stereo unspecified)	1%	-7%	1%	-1%	-1%	1%	i	-12%
CC12CCCCC1N(O)C(=O)C(=O)N2O (stereo unspecified)	?	-20%	10%	3%	1%	5%	-13%	3%
CCC(=O)N1CCc2cc(S(=O)(=O)NCCCN3CCN(Cc4ccccc4)CC3)ccc21	3%	-1%	/	-1%	1%	-5%	7%	-17%
Cc1ccc(NC(=O)CCCn2c(=O)c3cccn3c3ccccc32)cc1Cl	/	-21%	/	-6%	?	/	/	4%
CN(C(=O)c1cc2c(Cl)nc3ccccc3c2s1)c1cccc(C(F)(F)F)c1	/	-2%	/	1%	-9%	/	/	0%
Cc1cc(NC(=O)CCC(=O)N(c2ccc(F)cc2)C(C(=O)NC2CCCC2)c2ccncc2)no1 (stereo unspecified)	?	3%	2%	-10%	1%	6%	17%	-18%
Cc1[nH]c2ccccc2c1/C=N/NS(=O)(=O)c1ccccc1	9%	?	-8%	14%	-1%	-3%	2%	0%
O=c1c2ccccc2nc2n1CCCCN2	?	-3%	/	1%	-1%	-10%	0%	10%
CCOC(=O)CSc1nnc(CSc2nc(N)c3c(C)c(C)sc3n2)n1-c1ccccc1	-12%	-14%	1%	1%	-4%	/	-3%	2%
Cc1c(-c2cccc(NC(=O)c3cccs3)c2)nc2ncccn12	?	-6%	5%	-11%	?	-4%	8%	-3%
Cc1nn(-c2ccccc2)c(Cl)c1/C=N/NC(=O)c1ccccc1NS(=O)(=O)c1cccs1	?	?	-13%	11%	-1%	-6%	16%	-7%
CCCCC[C@H](O)/C=C/C=C\CCCCCCCC(=O)O	5%	-4%&-16%&3%	/	-1%&1%&-9%	-2%&1%&1%	-4%&8%&0%	9%&-3%&-10%	9%&5%&-10%
CN(C)NC(=O)c1ccc([N+](=O)[O-])s1	5%	-4%	6%	2%	-1%	1%	i	7%
CCOc1ccccc1N/C(=N/c1nc(C)cc(C)n1)NC(=O)Nc1ccc(Cl)c(Cl)c1	-11%	-8%	4%	-7%	0%	-12%	-2%	-1%

(listing goes on)
SMILES	KDM4E inh	Tau fibril ThT	L3MBTL1 inh	Tau FP inhib	TexasRed fluor	RGS12 GoLoco inh	RECQ1 inh	TRb SRC2 PPI
COCCNC(=O)c1cc2ncc(Br)cn2n1	3%	-7%	/	5%	-1%	-7%	?	2%
CCn1c(O)c(N=Nc2ccc3ccccc3n2)c2ccccc21	-2%	4µM*	-17%	2%	-8%	16%	-2%	-2%
CCCOCC1CC2(SC(=Nc3ccc(C)cc3)NC2=O)C(=O)O1 (stereo unspecified)	-2%	-9%	3%	3%	1%	3%	2%	14%
COc1cc(/C=C2/C(=N)N3C=CSC3=NC2=O)ccc1OCCOc1ccc(NC(C)=O)cc1	?	?	-2%	8%	-1%	13%	-15%	3%
CSc1nc(C)[nH]c(=O)c1C#N	4%	1%	9%	0%	-4%	0%	i	1%
N#CC1=C(SCc2ccccc2)NC(=O)CC1c1ccc(O)cc1 (stereo unspecified)	-3%	7%	-5%[11.4 µM]	-4%	-4%	-6%	-21%	-1%
CC(C)OC(=O)CC(NC(=O)OC(C)(C)C)c1ccccc1 (stereo unspecified)	4%&2%	-5%&-6%	5%	1%&-4%	-1%&0%	2%&15%	-8%&1%	3%&-1%
CCCN(c1ccccc1F)S(=O)(=O)c1ccc2c(c1)C(C)(C)C(=O)N2C	/	-6%	/	-2%	0%	/	/	-4%
CCc1cccc(C)c1NC(=O)Cn1nnc(-c2nc(-c3ccccc3F)no2)c1N	/	7%	/	-4%	0%	/	/	-1%
CN(C)C(=O)C(=O)c1c(-c2ccccc2)cc2ccccn12	3%	-13%	-8%	8%	1%	8%	-2%	13%
CS(=O)(=O)N(CC(=O)N/N=C/c1cc([N+](=O)[O-])ccc1Cl)c1ccccc1	2%	-11%	/	?	-3%	1%	1%	-2%

Source: PubChem BioAssay (National Center for Advancing Translational Sciences (NCATS))

These rows are one share of the data; rates above refer to the full screens.
